# Yfh1-off respiration – mitochondrial function rescue without frataxin homolog – Friedreich's ataxia, plus single-dose screen, dose response (AID 1465). S. cerevisiae Yfh1-off respiration, WST-1 reduction, 72 h; higher fold induction means a stronger effect. one-dose fold induction at 50 µM; EC50 in µM for titrated hits. hit rate 0.074% among 220,000;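 active means fold induction of absorbance versus untreated yeast above a set limit, then at least 30% activation at any dose in follow-up; inconclusive means repeats straddling the limit, or above it without dose testing; inactive means fold induction below the set limit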;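 further: activators that raise dye reduction in frataxin-depleted yeast; strong numbers were not always called active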
# XIAP displacement – XIAP antagonists, biochemical, IAP family, fluorescence polarization (AID 1018); XIAP BIR domain, fluorescence polarization peptide displacement; higher % means a stronger effect; hit rate 0.007% among 200,000; displacement, % at 20 µM, or IC50 in µM where a hit was titrated; in the data active means displacement above about 50%; further: a part of the inactive calls stands beside numbers as strong as those of hits
# SV40 large T antigen – TAg ATPase/helicase activity blockers – biochemical (AID 1903); inhibition, % at 20 µM, or IC50 in µM where a hit was titrated; SV40 large T antigen ATPase/helicase inhibition assay; higher % means a stronger effect; hit rate 0.39% among 310,000; in the data active means a potency from the dose series; inconclusive means inhibition mostly from about 32% at the one dose, without a potency; inactive means the rest, 99 in 100 with inhibition below about 32%; further: strong numbers were not always called active
# NS5 inhibitors – Dengue-2 NS5 methyltransferase inhibitors, primary screen, biochemical, confirmation dose response (AID 588689); Dengue-2 NS5 methyltransferase capping enzyme assay, biochemical; higher % means a stronger effect; inhibition, % at 25 µM; hits with a dose series show IC50 in µM; hit rate 0.3% among 340,000; in the data active means a potency from the dose series; inconclusive means inhibition above about 29% without an active follow-up result
# RSV CPE inhibition – inhibition of RSV-induced cytopathic effect – HEp-2 cells, primary 10 µM value included (AID 2391). hit rate 0.13% among 310,000. CPE inhibition, % at 10 µM, or IC50 in µM where a hit was titrated. HEp-2 cells, RSV-induced CPE inhibition; higher % means a stronger effect; in the data active means a potency from the dose series; inconclusive means CPE inhibition mostly from about 23% at the one dose, without a potency; inactive means the rest, 99 in 100 with CPE inhibition below about 21%; further: strong numbers were not always called active
# WT yeast gro inh – growth inhibition of WT yeast, mitochondrial fusion screen; inhibition, % at 10 µM; mitochondrial fusion phenotypic screen, WT strain; hit rate 2.1% among 190,000; in the data active means inhibition above about 58%; tested in S. cerevisiae
# CSM14.1 death rescue – rescue of cells from ER stress-induced death, primary screen, 384-well, CSM14.1, thapsigargin, ATP luminescence (AID 1222) | CSM14.1 thapsigargin-induced death rescue, ATP luminescence; higher % means a stronger effect | cellular ATP content (survival), % at 20 µM, or EC50 in µM where a hit was titrated | 190,000 tested, under 10 active;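 active means EC50 below 50 µM in the dose-response confirmation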;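 further: death triggered by thapsigargin at about 15 µM added after 2 h compound pretreatment; cell ATP read after overnight thapsigargin exposure of roughly 18 to 22 hours; normalized against plate controls of thapsigargin alone and 5% DMSO vehicle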
# West Nile antiviral – West Nile virus antiviral activity, cell-based, CPE readout (AID 1621). West Nile virus-infected cells, CPE inhibition; higher % means a stronger effect. one-dose CPE inhibition, % at 10 µM; IC50 in µM for titrated hits. hit rate 0.02% among 290,000; in the data active means a potency from the dose series; inconclusive means CPE inhibition mostly from about 3.7% at the one dose, without a potency; inactive means the rest, 99 in 100 with CPE inhibition below about 2.2%; further: strong numbers were not always called active
# UTI89 phage lysis – protection from phage-mediated lysis, alamar blue read-out – E. coli UTI89, K1F phage, bacterial capsule biogenesis inhibitors (AID 488966); E. coli UTI89 K1F phage lysis, alamar blue, 2 h; higher % means a stronger effect; inhibition, % at 100 µM, or IC50 in µM where a hit was titrated; hit rate 0.02% among 340,000;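 active means phage lysis inhibition, versus mean bacterial control, above a set limit; inconclusive means no clear call, values can overlap the other calls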;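 further: capsule biogenesis inhibitors block K1F phage lysis so surviving cells raise fluorescence; higher fluorescence means more inhibition of phage lysis; actives were called in the ten point dose series up to 300 µM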
# WT yeast gro inh mutant strain – further read-out of WT yeast gro inh, marked with its call; inhibition, %; mitochondrial fusion phenotypic screen, mutant strain inhibition
# * hit, by the source's call; i = inactive; ? = inconclusive; / = not tested or not shown; & = joins results of further samples; [ ] = remark or other dose. Compounds as they come; overall some 2.2% were active at least once.
SMILES,Yfh1-off respiration,XIAP displacement,SV40 large T antigen,NS5 inhibitors,RSV CPE inhibition,WT yeast gro inh,WT yeast gro inh mutant strain,CSM14.1 death rescue,West Nile antiviral,UTI89 phage lysis
COc1cc(OC)c(C2SCCCS2)cc1OC,i,-6.1%,4.9%,0.7%,3.5%,-14.8,-11.7,-1.1%,-0.3%,1.3%[50 µM]
Cc1ccc(S(=O)(=O)NC(C(=O)N2CCOCCOCCOCC2)C(C)C)cc1 (stereo not drawn),/,/,4.2%,-7.3%,1.3%,/,/,/,-0.1%,0.2%
COc1cc2cc(CN(CCCO)S(=O)(=O)c3ccccc3Cl)c(=O)[nH]c2cc1OC,i,-12.2%,6.5%,-4.8%,1.7%,-2.7,3.7,-2.1%,0.8%,-1.2%
O=C(O)Cn1cc(C(=O)c2cccs2)c2ccccc21,i,-5.0%,-1.5%,-5.6%,0.2%,4.9,0.6,/,0.2%,0.1%
CCOc1ccc(C(=O)CCN2CCCCC2)cc1,i,-0.8%,4.5%,1.7%,-0.8%,-3.1,3.7,-1.9%,0.3%,0.2%
CCCn1c(SCC(=O)NCc2ccco2)nnc1-c1ccncc1,i,-6.7%,/,2.3%,0.8%,-9.1,-4.5,-0.6%,0.4%,1.0%
COc1cc(C)nc(SCC(N)=O)n1,i,-2.1%,1.1%,-2.1%,-0.2%,6.7,10.2,/,-0.1%,1.9%
CCC(=O)Nc1ccc(NC(=O)c2cc3ccccc3o2)cc1,i,-3.4%,-6.8%,-4.7%,3.2%,-3.9,-7.0,0.2%,0.2%,-0.9%[50 µM]
CO/C=C\C=C/c1nnn(-c2ccc(Cl)cc2)n1,i,-8.4%,13.8%,6.3%,2.2%,1.0,-0.1,-4.3%,1.2%,-0.6%
COc1ccccc1CNC(=O)C1CC(c2ccccc2[N+](=O)[O-])=NO1 (stereo not drawn),i,-2.5%,9.6%&20.8%,4.0%,-0.1%,-0.5,10.1,1.2%,0.0%,0.9%
CCn1c(=O)c([N+](=O)[O-])c(NCC(O)c2ccccc2)c2ccccc21 (stereo not drawn),i,-1.2%,2.3%,-13.1%,4.0%,-18.9,9.9,-3.1%,0.6%,2.5%
Cc1ccc(S(=O)(=O)N2CCC(C(=O)N3Cc4ccccc4C3)CC2)cc1,i,9.8%,0.6%,11.2%,9.2%,-6.0,0.6,-1.3%,1.1%,0.2%
CC1=C(C(=O)OCc2ccccc2)C(/C=C/c2ccccc2)N2C(=O)CCSC2=N1 (stereo not drawn),i,-3.9%,4.2%,2.2%,4.9%,32.8,1.4,0.3%,-1.2%,-0.1%
CCCOc1ccc(/C=C/C(=O)NC2CCCCC2)cc1,/,/,3.8%,/,3.9%,/,/,/,0.7%,2.7%
Cc1cc(NC(=O)c2cn(C3CCCCC3)c(=O)c3c2c2ccccc2n3C)no1,i,-3.9%,2.5%,1.4%,2.2%,13.9,0.9,2.0%,0.3%,0.4%
CC(=O)c1ccc(NC(=S)NC(=O)CC(C)C)cc1,i,-2.9%,2.3%,2.7%,0.8%,11.8,8.2,-0.1%,-0.6%,0.0%
COCCNCC(=O)Nc1ccc(C)c(S(=O)(=O)N2CCCCC2)c1,i,-5.7%,4.7%,-4.7%,-0.3%,-8.7,3.1,-0.9%,-0.7%,1.1%
COCCCNc1c2c(nc3nnnn13)CCCC2,i,-3.1%,4.9%,-1.4%,-1.0%,-7.5,-18.4,2.5%,-0.1%,0.3%
COc1ccc(NC2=C(C(C)=O)C(c3ccc(OC)cc3)C(C(C)=O)C(C)(O)C2)cc1 (stereo not drawn),i,-3.3%,6.0%,/,-2.0%,3.8,-1.0,2.6%,0.0%,/
O=C(COc1ccc(F)cc1)N(Cc1cccs1)C1CCS(=O)(=O)C1 (stereo not drawn),/,/,5.9%,2.1%,0.8%,/,/,/,-0.8%,3.1%
Cc1ccc(-c2nc3ncccc3o2)cc1NC(=S)NC(=O)c1ccco1,i,-4.4%,7.6%,0.9%,3.4%,-7.0,-12.0,1.5%,-0.2%,-0.1%
COc1ccccc1C(=O)Nc1nc(-c2ccc3c(c2)OCCO3)cs1,i,-2.4%,31.5%,-2.1%,4.8%,-11.7,-2.6,2.4%,0.4%,-3.3%
O=C(O)c1ccc(Sc2ccccn2)c([N+](=O)[O-])c1,i,-3.6%,8.8%,/,-1.6%,13.5,4.8,-0.9%,0.7%,/
CCc1nnc(NC(=O)CCC(=O)N2CCN(Cc3ccc(C)cc3C)CC2)s1,/,/,4.8%,-5.5%,1.0%,/,/,/,0.0%,-0.1%
COc1ccc(Cn2nnnc2C(CC(C)C)N2CCC(C(N)=O)CC2)cc1 (stereo not drawn),i,-0.5%,25.9%,-0.8%,0.5%,-0.6,5.1,-1.2%,0.2%,1.8%
CNC(=O)c1cc2cc(OC)ccc2oc1=O,i,-0.9%,3.8%,-7.0%,0.8%,-0.8,-2.2,-1.1%,0.4%,8.3%
Cc1sc2ncn3c(C)nnc3c2c1C,i,0.4%,-8.0%,4.8%,-1.4%,-5.8,-5.2,-0.7%,0.1%,2.0%
COc1ccc(Oc2ccc(N/C=C3/CCCC3=O)cc2)cc1,i,-2.3%,10.5%,-5.2%,5.7%,15.8,18.6,-1.3%,-1.0%,0.1%
Cc1ccc(S(=O)(=O)NC(C)CCc2ccccc2)cc1 (stereo not drawn),i,-3.0%,2.4%,-0.8%,1.5%,-29.7,-10.9,-1.7%,-1.0%,0.3%
Cc1ccccc1NC(=O)CSc1nnc(CNC(=O)c2ccco2)n1C,/,/,8.1%,4.4%,-1.6%,/,/,/,/,0.9%[50 µM]
CCOc1ccccc1NC(=O)CCCc1nc2ccccc2c(=O)[nH]1,i,-0.8%,-1.4%,2.4%,1.3%,-14.8,-10.2,-2.7%,1.1%,6.2%
COCCN(C(=O)COC(=O)C12CC3CC(CC(Cl)(C3)C1)C2)c1c(N)n(Cc2ccccc2)c(=O)[nH]c1=O,/,/,11.5%,-4.4%,0.2%,/,/,/,/,-1.4%
O=C(CCCC(=O)c1ccccc1)Nc1ccc(O)cc1,/,/,37.8%,-3.3%,1.5%,/,/,/,-0.5%,0.1%
COc1ccc(NC(=O)C2CCN(S(=O)(=O)c3ccc4c(c3)CC(C)N4C(C)=O)CC2)cc1OC (stereo not drawn),/,/,14.0%,-3.7%,3.8%,/,/,/,0.1%,0.1%
Cc1cccc(S(=O)(=O)NNC(=O)c2cc(-c3ccc(F)cc3)nc3ccccc23)c1,i,-2.4%,8.4%,1.2%,?,-2.2,-2.7,-0.4%,1.5%,0.3%
COC(=O)c1[nH]c2ccc(C)cc2c1NC(=O)CN1CCc2cc(OC)c(OC)cc2C1,i,-1.9%,11.3%,0.0%,4.4%,13.5,-0.3,0.5%,0.2%,-0.3%
COc1cc(CCCN2C(=O)C(=O)NC[C@@H]2c2ccccc2)cc(OC)c1OC,i,/,5.1%,-0.8%,0.8%,/,/,/,-0.2%,2.2%
COc1ccc(CN(C)S(=O)(=O)c2nnc(NC(=O)c3cccc(OC)c3)s2)cc1,/,/,11.4%,1.8%,8.1%,/,/,/,1.8%,0.2%
N#Cc1ccc(Cn2c(=O)oc3ccccc32)cc1,/,/,2.3%,-4.9%,3.7%,/,/,/,-0.8%,-0.1%
Fc1ccc(Nc2ncnc3sc4c(c23)CCC4)cc1,i,-4.2%,4.7%,-7.6%,12.3%,16.7,17.3,-2.3%,1.2%,-0.1%
CCN(CC)c1ccc(/C=N\NC(N)=O)cc1,i,-2.9%,24.1%,0.0%,17.2%,4.4,14.7,-1.8%,0.0%,-0.2%
O=C(c1ccc(CSc2ccc(Cl)cc2)cc1)N1CCOCC1,i,-2.2%,22.9%,-3.6%,3.3%,31.9,13.9,-0.3%,-1.1%,0.0%
Cc1ccc(S(=O)(=O)CCC(=O)NCCc2ccc(Cl)cc2)cc1,/,/,6.4%,-0.7%,0.8%,/,/,/,-0.2%,0.0%
N/C(=N\OC(=O)COc1ccc(Cl)cc1)c1cccnc1,i,-2.3%,-24.1%,2.6%,1.9%,-1.6,-9.4,-3.2%,0.1%,2.5%[50 µM]
COc1cc(/C=C2/NC(=O)NC2=O)cc(Br)c1OCc1cccc(C(=O)O)c1,i,-6.9%,10.6%,-4.4%,2.5%,-12.1,-2.5,1.6%,0.1%,-0.6%
O=c1oc2c(CN3CCCCC3)c(O)ccc2c2c1CCCCC2,/,-3.9%,15.3%,-5.5%,-1.4%,5.7,-8.2,0.1%,/,-0.2%
Cc1c(-c2ccc(Cl)cc2Cl)nc2ccccc2c1C(=O)NCCN1CCOCC1,/,/,15.4%,-3.2%,1.4%,/,/,/,-1.1%,1.5%[50 µM]
O=C(NNC(=S)Nc1ccc(F)cc1)C1CC1c1ccc(Cl)cc1 (stereo not drawn),i,-6.0%,21.2%,-3.6%,3.4%,6.5,-10.1,-1.4%,-0.3%,2.5%
CCc1nnc(NC(=O)CCC(=O)N2CCN(c3cc(C)ccc3C)CC2)s1,/,/,15.1%,9.8%,2.1%,/,/,/,0.0%,0.3%
O=C(NCC1CCCO1)c1cn(-c2ccccc2)nc1-c1ccc(F)cc1 (stereo not drawn),/,/,27.6%,1.9%,2.4%,/,/,/,-0.2%,0.8%[50 µM]
COc1cc(OC)cc(C(=O)NCC(=O)OC2CCOC2=O)c1 (stereo not drawn),i,-1.9%,20.6%,-0.8%,0.6%,-10.5,-18.9,-1.1%,-0.2%,0.3%
Cn1c(COc2ccccc2)nnc1SCC(=O)c1cccc([N+](=O)[O-])c1,i,-3.6%,4.6%,-1.7%,-0.9%,24.1,6.5,0.0%,-0.6%,-0.6%
CC(C)(C)c1ccc(C(=O)NC(=S)N2CCCC2)cc1,/,/,0.7%,0.0%,0.0%,/,/,/,-0.1%,0.1%
CC1=C(C(=O)NC(C)c2ccccc2)C2(CCC(C)CC2)OC1=O (stereo not drawn),i,/,10.0%,-11.4%,-0.6%,/,/,/,-0.1%,-0.1%
O=c1oc(-c2cccs2)nc2ccc(Cl)cc12,i,-3.8%,23.7%,-5.5%,2.4%,18.7,5.1,-1.8%,-0.9%,0.3%
Cc1cccc(N=C2NN=C(c3c(C)[nH]c4ccccc34)CS2)c1,i,-17.7%,-1.9%,3.9%,6.8%,5.6,-14.0,-0.7%,-0.6%,0.2%
CC(C)OCCCN1C(=O)c2[nH]nc(-c3ccccc3O)c2C1c1cccc(Cl)c1 (stereo not drawn),i,-5.9%,10.7%,0.0%,3.9%,8.7,8.8,-0.6%,0.3%,-0.2%
N=c1c(S(=O)(=O)c2ccc(Cl)cc2)cc2c(=O)n3ccccc3nc2n1C1CCCCC1,/,/,1.1%,27.1%,?,/,/,/,-0.5%,0.8%[50 µM]
